AMA1 RON2 block – qHTS for Inhibitors of AMA1-RON; Towards Development of Antimalarial Drug Lead: Primary Screen; Potency, µM (series often up to 58.2 µM), for the others: at the top dose activity change, negative = inhibition, most hits filed as inhibitors; AlphaScreen AMA1-biotinylated RON2 peptide binding; Plasmodium falciparum AMA1 (3D7) - RON2 peptide interaction; actives 0.2% (n = 360,000); active = well fitted inhibition curve with a large enough effect; inconclusive = small, poorly fitted or top-dose-only effect; inactive = no such curve, though single readings can be large or run the other way;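 also: potency is read from the fitted curve at half-maximal effect; 0% = vehicle wells and -100% = peptide control; nearly all actives have a fitted effect of over 45% in size; some results filed as inactive show a strong effect at the top dose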
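AMA1 (3D7) with his tag at 25 nM final met compounds first, then biotinylated RON2 peptide at 25 nM; detection used donor plus acceptor beads, 10 µg/mL apiece, read by AlphaScreen after 30 min at room temperature.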
HCMV antiviral – qHTS Assay for inhibitors of the human cytomegalovirus (HCMV); HFF cells, HCMV-luciferase reporter, 72 h; hits give low values; activity change, negative = inhibition, % at 57.5 µM; actives 4.5% (n = 410,000); in the data active = activity change below about -60%; inconclusive = no clear call, values can overlap the other calls; inactive = above about -39%
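Human foreskin fibroblasts infected with luciferase-reporter HCMV at MOI 1 PFU/cell, compounds at two doses. Luciferase measured 72 h post infection; normalized to buffer-only basal and Salinomycin (10uM) controls.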
* hit, by the source's call; u = inconclusive; [ ] = another dose, or the depositor's remark. Unless noted, % is scaled to controls: 0 for no effect and ±100 for the full control effect.

Order of results: AMA1 RON2 block, HCMV antiviral
CC1(C(=O)NS(=O)(=O)c2ccc(Cl)cc2)CCN1C(=O)C1(c2ccccc2)CCCC1 (stereo unspecified)
→ 0%, -29
CCCCCc1c(-c2ccc(OC)c(OC)c2)ncn1CCc1ccccc1OC
→ u, -102*
C(=C\c1ccccc1)/CN1CCN(C(c2ccnc3ccccc23)c2nnnn2-c2ccc3c(c2)OCCO3)CC1 (stereo unspecified)
→ -21%, 4
CCOC(=O)C1=CCC(c2ccc(C#N)cc2)N(S(=O)(=O)c2ccc(C)cc2)C1 (stereo unspecified)
→ 0%, -8
O=C(NCc1ccccc1Cl)c1ccc2sc([C@@H]3O[C@H](CO)[C@H](O)[C@H](O)[C@H]3O)nc2c1
→ -2%, 9
COc1ccc(N2c3ccccc3CN(Cc3ccccc3)CC2Cc2cc(OC)c(OC)c(OC)c2)cc1 (stereo unspecified)
→ 11µM*, 7
Cc1nc(SCC(=O)c2cc(C)n(C3CC3)c2C)c2ccccc2n1
→ 8%, u
C#CCNC(=O)C[C@@H]1C[C@@]2(C(=O)OCC)CCCC=C2N(Cc2ccc3c(c2)OCO3)C1=O
→ 49%[activator], 2
COc1ccccc1CNC(=O)c1cc(-c2ccc(F)cc2OC)n[nH]1
→ 12%, -5
Cc1ccccc1NC(=O)C(C)Sc1nnc(CN2CCCC2)n1Cc1ccccc1 (stereo unspecified)
→ -7%, -36
CC1(C(=O)Nc2cccc(OC(F)(F)F)c2)Cc2c(-c3ccc4c(c3)OCO4)ccnc2O1 (stereo unspecified)
→ -7%, -60*
COc1cc(CNC(=O)c2cc(-c3cc(OC)ccc3Cl)n[nH]2)cc(OC)c1
→ -2%, 20
CCc1nc2ccc(C(=O)NCCCn3ccnc3)cn2c1N(CC)C(=O)NCCc1ccccc1
→ -3%, 51
CN(C)c1ccc(CNC(=O)C2Cc3c(-c4cccc(C(N)=O)c4)ccnc3O2)cc1 (stereo unspecified)
→ 8%, 22
O=C(NCCN1CCC(n2c(=O)[nH]c3ccccc32)CC1)c1cccc2c1-c1ccccc1C2=O
→ 0%, -25
O=C(Nc1ccccc1Cl)c1cc(C2CCCN(C(=O)OCCF)C2)on1 (stereo unspecified)
→ 5%, 7
CCc1nc2c(OCC(N)=O)cccn2c1N(C)C(=O)C(C)C
→ 20%, -1
CC(C)C[C@@H]1CN(CCCC[C@H]2CNC(=O)C(=O)N2CCC2CCCCC2)C(=O)C(=O)N1Cc1ccccc1
→ 5%, -19
COc1ncnc2c1ncn2CCCN(C)CCc1ccccn1
→ 16%, 36
C[C@@H]1CN([C@@H](C)CO)S(=O)(=O)c2ccc(Br)cc2O[C@H]1CN(C)C(=O)Cc1cccnc1
→ 4%, 2
CC1(C(=O)NCc2cccnc2)Cc2c(-c3cccc(C(F)(F)F)c3)ccnc2O1 (stereo unspecified)
→ 11%, -22
CCOC(=O)[C@H]1Nc2ccc(Cl)cc2[C@@H]2[C@H]1C1CC(c3ccccc31)N2C(=O)OCc1ccccc1 (stereo partly specified)
→ -3%, 0
COc1ccccc1Cc1c(-c2ccco2)nc2c3ccccc3ccn12
→ u, 187
COc1cc(C)ccc1S(=O)(=O)NC(=O)C1(C)CCN1C(=O)c1ccc(C2CCCCC2)cc1 (stereo unspecified)
→ 8%, -1
COc1ccc(C(CNC(=O)CCNS(=O)(=O)c2ccccc2)N2CCOCC2)cc1 (stereo unspecified)
→ 139%[activator], -36
CCN(CC)c1ncnc2c1ncn2[C@H]1CN(Cc2ccc(Cl)cc2)C[C@@H](CO)O1
→ -2%, -2
Clc1cccc(CNc2ccn3nc(-c4ccccc4Cl)cc3n2)c1
→ 25%, -4
COc1ccc(OC)c(NC(=O)C2CCCN2S(=O)(=O)c2ccc3c(c2)CC(C)N3C(C)=O)c1 (stereo unspecified)
→ -7%, u
Clc1ccc2nc(C3CCCCC3)c(CC3CCCCC3)n2c1
→ 0%, -7
COc1cccc(-c2cnc(C(O)c3c(C)ccc4ccccc34)[nH]2)c1 (stereo unspecified)
→ 27%, -6

Some of the entries so far, bar-delimited.
Structure | AMA1 RON2 block | HCMV antiviral
C#CCNC(=O)C[C@@H]1C[C@@]2(C(=O)OCC)CCCC=C2N(Cc2ccc3c(c2)OCO3)C1=O | 49%[activator] | 2
CN(C)c1ccc(CNC(=O)C2Cc3c(-c4cccc(C(N)=O)c4)ccnc3O2)cc1 (stereo unspecified) | 8% | 22

Among those listed so far, four have an NH in an aromatic ring.
Order of results: AMA1 RON2 block, HCMV antiviral
COc1ccccc1CNC(=O)c1cc(-c2ccc(F)cc2OC)n[nH]1
→ 12%, -5
COc1cc(CNC(=O)c2cc(-c3cc(OC)ccc3Cl)n[nH]2)cc(OC)c1
→ -2%, 20
O=C(NCCN1CCC(n2c(=O)[nH]c3ccccc32)CC1)c1cccc2c1-c1ccccc1C2=O
→ 0%, -25
COc1cccc(-c2cnc(C(O)c3c(C)ccc4ccccc34)[nH]2)c1 (stereo unspecified)
→ 27%, -6

Next part:
Order of results: AMA1 RON2 block, HCMV antiviral
COc1ccc(Cc2c(C3CCCCC3)nc3ccc(Cl)cn23)c(C)c1
→ -5%, -19
COc1ccc(Cn2cc(CN(C)C3CN(Cc4cn(Cc5ccc(OC)cc5)nn4)S(=O)(=O)C3)nn2)cc1 (stereo unspecified)
→ 0%, -31
CN1OC[C@@H]2CN(C(=O)CCc3ccccc3)[C@H](c3ccccc3Br)C[C@@H]21
→ -10%, -5
CCN(CC)C(=O)C1=C(C)N(CCCOC)C(=O)C(CC(=O)NCc2cccs2)C1 (stereo unspecified)
→ 14%, -7
CCNC(=O)C1(C)CCCN1C(=O)c1ccc(-c2ccccc2)cc1 (stereo unspecified)
→ 2%, 13
Cc1ccc(C(c2nc3ccccc3[nH]2)n2c(-c3ccccc3)nc3ccccc32)cc1 (stereo unspecified)
→ 75%[activator], 59
CCCCNC(=O)c1nc(-c2ccc(C(F)(F)F)cc2)oc1-c1ccccc1
→ -18%, -9
CCOC(=O)[C@]12CCC=C1N(CCC1=CCCCC1)C(=O)[C@H](CC(=O)NCc1cccc(C(F)(F)F)c1)C2
→ 0%, -17
COC(=O)[C@@]12C[C@@H](CC(=O)N3CCC(c4ccccc4)CC3)C(=O)N(CCc3ccc(OC)c(OC)c3)C1=CCC(C)(C)C2
→ u, 63
CC(C)N1CCC(C)(C(=O)Nc2cccc(Oc3ccccc3)c2)C1 (stereo unspecified)
→ 2%, u

Record cards, as listed above. Order of values: AMA1 RON2 block, HCMV antiviral
Shown for COC(=O)[C@@]12C[C@@H](CC(=O)N3CCC(c4ccccc4)CC3)C(=O)N(CCc3ccc(OC)c(OC)c3)C1=CCC(C)(C)C2 = u, 63
Shown for CCOC(=O)[C@]12CCC=C1N(CCC1=CCCCC1)C(=O)[C@H](CC(=O)NCc1cccc(C(F)(F)F)c1)C2 = 0%, -17
Shown for CCN(CC)C(=O)C1=C(C)N(CCCOC)C(=O)C(CC(=O)NCc2cccs2)C1 (stereo unspecified) = 14%, -7
Shown for COc1ccc(Cn2cc(CN(C)C3CN(Cc4cn(Cc5ccc(OC)cc5)nn4)S(=O)(=O)C3)nn2)cc1 (stereo unspecified) = 0%, -31

The list goes on:
Order of results: AMA1 RON2 block, HCMV antiviral
CCc1nc2ccc(C(=O)NCC3CCCCC3)cn2c1N(C)C(=O)c1cccc(OC)c1
→ -3%, -28
CC1CCCCC12NC(=O)N(CC(=O)N1CCN(S(=O)(=O)c3ccc(Cl)s3)CC1)C2=O (stereo unspecified)
→ 2%, -14
CCNC(=O)C1(C)CCCN(C(=O)Cc2ccc(OC)c(OC)c2)C1 (stereo unspecified)
→ -5%, 20
O=C1C2C3CC4C5C3C1C5C1(SCCS1)C42 (stereo unspecified)
→ 0%, -87*
CC(C)(C)C(=O)c1c(N)[nH]c(C(=O)c2ccccc2)c1-c1ccc(Br)cc1
→ 46%[activator], -31
COC(=O)N(C)C[C@@H]1OCc2cnnn2CCCC(=O)N([C@H](C)CO)C[C@@H]1C
→ 0%, -6
COCCNC(=O)C1(C)CCN(C(=O)c2sc(-c3ccccc3)nc2C)C1 (stereo unspecified)
→ 7%, 31
CCCCCC(=O)N1C[C@@H](O)[C@H](n2cc(COC(=O)c3ccccc3)nn2)C[C@@H]1c1ccccc1
→ -7%, 12
CC1(C(=O)NCCCN2CCCC2=O)CCN1CCc1ccccc1 (stereo unspecified)
→ 9%, 7
C#CCNC(=O)c1cc(-c2ccccc2)sc1N
→ 18%, -14
Cc1c(C(=O)NCc2ccc3c(c2)OCCO3)sc(=O)n1Cc1ccc2c(c1)OCO2
→ -8%, u
O=C(NCCc1ccccc1)c1ccc(-c2ccc(F)c(F)c2)c2ccoc12
→ 35%[activator], 15
COc1ccccc1CNC(=O)c1cc(-c2cc(F)ccc2OC)n[nH]1
→ 2%, -9
COCCNC(=O)C1(C)CCCN(Cc2ccc(C)c3ccccc23)C1 (stereo unspecified)
→ 14%, 0
O=C1C(=Cc2cn(-c3ccccc3)nc2-c2ccc(OCc3ccc(Cl)cc3)cc2)SC(=S)N1CCS(=O)(=O)O
→ -26%, -3
CC(=O)N1CCc2cc(NC(=O)C3(C)CCN3Cc3ccccc3OC(F)F)ccc21 (stereo unspecified)
→ 1%, -61*
CC1(C)N=C(N)N=C(N)N1c1ccc(OCC(=O)Nc2ccccc2)c(Cl)c1
→ -3%, -95*
Cc1ccc(F)c(S(=O)(=O)NC(=O)C2(C)CCN2C(=O)CC(c2ccccc2)c2ccccc2)c1 (stereo unspecified)
→ 8%, -34
CCOC(=O)C1CCCN(C(=O)c2[nH]c(C(F)(F)F)nc2-c2ccccc2)C1 (stereo unspecified)
→ 2%, 1
Cc1c(C(=O)NCc2cccc([N+](=O)[O-])c2)sc(=O)n1Cc1ccc(C(C)C)cc1
→ -14%, -4
CCc1nc2c(OCCC3CCCCC3)cccn2c1N(C)C(=O)c1ccccc1F
→ -19%, -15
CC(C)(C)N1C(=O)c2ccccc2NC(=O)C1C(=O)NCCc1ccccc1 (stereo unspecified)
→ 2%, 13
COc1ccccc1C(=O)N1CCN(C(=O)[C@H]2O[C@@H](n3ccc(N)nc3=O)[C@H](O)[C@@H]2O)CC1
→ 10%, -17
COC(=O)C1=CN(c2cccc(OCc3ccccc3)c2)C(N)=C(C#N)C1c1ccc(-c2ccccc2)cc1 (stereo unspecified)
→ 2%, -20
CCOC(=O)Cn1cc(Cn2c3ccccc3c(=O)n2C(C)C)nn1
→ 10%, -18
Cn1c(N)c(C(=O)CN2CCN(S(=O)(=O)c3ccccc3C#N)CC2)c(=O)n(C)c1=O
→ 13%, u
CN1CCN(c2ccc(CNC(=O)C3(C)Cc4c(-c5ccccc5)ccnc4O3)cc2)CC1 (stereo unspecified)
→ -18%, -11
COc1cc(Cn2c3ccc(NC(=O)CCc4ccccc4)cc3c(=O)n2C)ccc1F
→ -4%, -19
CN1CCN(c2ncnc3c2ncn3[C@H]2CN(Cc3ccc4c(c3)OCO4)C[C@@H](CO)O2)CC1
→ -7%, -29
CN(Cc1ccccc1)C(=O)Cn1nnc(-c2ccccc2)c1COc1ccccc1
→ 0%, -18
Cc1ccc(N2C(=O)N(CC(=O)N3CCc4ccccc43)C(=O)C2C)cc1 (stereo unspecified)
→ -8%, -15
CCc1nc2ccc(C(=O)Nc3cccc(NS(C)(=O)=O)c3)cn2c1N(CCC(C)C)CCN(C)C
→ -15%, -14
O=C1C(=Cc2ccncc2)CCCc2ccccc21
→ -9%, u
CSCCNC(=O)C1(C)CCN1C(=O)CCc1ccccc1 (stereo unspecified)
→ 0%, 7
CNc1cncc(-c2cccc(O)c2)n1
→ -27%, 17
COCCCn1cc(CN2CC(N3CCN(CCN(C)C)CC3)CS2(=O)=O)nn1 (stereo unspecified)
→ 2%, 10
O=C1c2c(-c3ccc(Br)cc3)noc2CCN1Cc1cn(Cc2cccnc2)nn1
→ -4%, -19
Cc1cc(N2CCN(C(C(=O)NC3CCCC3)c3ccc(-c4ccccc4)cc3)CC2)c2ccccc2n1 (stereo unspecified)
→ -18%, -31
CCC(Sc1nc2ccsc2c(=O)n1Cc1ccc(C(=O)O)cc1)C(=O)Nc1ccc(Cl)cc1 (stereo unspecified)
→ -3%, -15
CC1=C(C#N)C(=O)NC1(C)O (stereo unspecified)
→ 4%, 19
CC1(C(=O)Nc2ccc(Cl)c(Cl)c2)CCN1C(=O)Cc1cccc2ccccc12 (stereo unspecified)
→ -12%, -7
COc1cc(CNC(=O)Nc2nc(C(N)Cc3ccc(Cl)cc3)cs2)cc(OC)c1OC (stereo unspecified)
→ 52%[activator], 15
CN(C)c1ccc(NC(=S)Nc2ccc3c(c2)c(=O)n(C)n3-c2ccc(C(C)(C)C)cc2)cc1
→ u, -24
CCCCCCCCN1C(=O)[C@H](CC(=O)N2CCN(C(=O)OCC)CC2)C[C@@]2(C(=O)OC)CC(C)(C)CC=C12
→ -17%, 6
COc1ccc([C@H]2C[C@H](n3cc(COC(=O)c4ccccc4)nn3)[C@@H](O)CN2CC2CCCCC2)cc1
→ -2%, 35
COc1ccc(NC(=O)C2c3ccccc3OCC(=O)N2CC(F)(F)F)cc1 (stereo unspecified)
→ 24%, 16
CCCCC1Cc2[nH]c(=S)[nH]c(=O)c2C(c2ccc(F)cc2)O1 (stereo unspecified)
→ 114%[activator], 8

These rows are one share of the data (hit frequency here may not be typical).
